Assay outcomes: PubChem, several laboratories
DAGLB inhibitor: blocks human DAGLB lipase activity | Q8NCG7 | HEK293T DAGLB membrane lysate, EnzChek fluorogenic substrate | inhibition, % at 5.17 µM | 0.059% of 340,000 active | AID 504411; in the data active = inhibition above about 34%;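 note: 0% = enzyme with vehicle and 100% = wells lacking enzyme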
Target sequence (Q8NCG7 whole entry, looked up): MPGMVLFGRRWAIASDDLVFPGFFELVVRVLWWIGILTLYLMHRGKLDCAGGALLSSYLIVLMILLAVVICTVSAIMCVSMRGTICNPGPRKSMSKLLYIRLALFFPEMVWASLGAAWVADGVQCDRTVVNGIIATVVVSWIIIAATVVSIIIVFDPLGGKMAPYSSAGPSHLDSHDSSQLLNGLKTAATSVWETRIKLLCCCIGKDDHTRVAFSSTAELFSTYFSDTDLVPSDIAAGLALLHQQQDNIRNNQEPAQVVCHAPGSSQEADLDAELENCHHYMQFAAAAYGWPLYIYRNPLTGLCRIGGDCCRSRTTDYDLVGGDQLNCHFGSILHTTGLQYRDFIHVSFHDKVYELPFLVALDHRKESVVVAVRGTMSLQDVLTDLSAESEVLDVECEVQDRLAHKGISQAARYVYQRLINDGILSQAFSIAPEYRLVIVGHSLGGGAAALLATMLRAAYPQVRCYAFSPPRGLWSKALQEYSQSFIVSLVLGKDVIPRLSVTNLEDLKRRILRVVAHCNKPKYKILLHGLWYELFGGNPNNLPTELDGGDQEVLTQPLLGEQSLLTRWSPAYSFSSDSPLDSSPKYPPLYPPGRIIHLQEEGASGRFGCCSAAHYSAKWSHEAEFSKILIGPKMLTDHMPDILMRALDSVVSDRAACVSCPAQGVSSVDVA
Ecoli viability: counter-screen for AddAB inhibitors: E. coli growth inhibition. E. coli V3065 growth, OD600 absorbance, 18 h. inhibition, % at 11.9 µM. 0.27% of 330,000 active. AID 449728;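 active = inhibition above the campaign's mean inhibition across all tested compounds plus 3 SD, cut at about 9.9% in these data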;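 note: uninfected addAB+ strain grown without phage in ampicillin broth; 0% = DMSO wells and 100% = ciprofloxacin 0.95 µg/ml wells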
CAL PDZ inh: inhibitors of human CAL PDZ peptide binding. purified CAL PDZ, TMR-peptide fluorescence polarization, 1 h. inhibition, % at 20 µM. 0.02% of 330,000 active;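 active = highest replicate inhibition of at least 40%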;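 note: plate controls were DMSO neutral control wells for no effect and unlabeled competitor peptide control wells for full effect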
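Material – purified CerCALP PDZ construct · Detection – FP readout, S and P plane fluorescence · Measure – percent inhibition from loss of millipolarization · Controls – unlabelled peptide for full inhibition, DMSO wells as neutral · Probe or stimulus – TMR-labelled reporter peptide T*-PRC34 bound in PDZ groove · Times – 1 h at RT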
PvdQ inh: blocks Pseudomonas aeruginosa PvdQ acylase activity; 0.063% of 340,000 active; purified PvdQ acylase, fluorescence plate reader; AID 488965; inhibition, % at 10 µM; in the data active = inhibition above about 30%, passing the limit was not always enough; inconclusive = no clear call, values can overlap the other calls;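 note: 0% = vehicle neutral wells and 100% = reference inhibitor wells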
phage Ecoli inh: E. coli growth loss with phage present; AID 651602; 0.26% of 360,000 active; growth absorbance; inhibition, % at 11.9 µM; in the data active = inhibition above about 11%
Wnt bcat act: activates Wnt/beta-catenin signaling in a reporter cell assay | 1.2% of 300,000 active | activation, % at 9.35 µM | activator, plate reader; in the data active = activation above about 30%, passing the limit was not always enough; inconclusive = no clear call, values can overlap the other calls;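 note: 0% = neutral control wells and 100% = positive control wells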
Tat export inh: blocks Tat-dependent protein export in E. coli | AID 488895 | 0.036% of 340,000 active | inhibition, % at 10 µM | E. coli MC4100 TorA-mCherry Tat export, fluorescence;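 active = mean replicate inhibition at least 50% and at least half of replicates individually reaching 50%; inconclusive = only one of the two criteria met; inactive = neither criterion met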;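 note: exported cargo escapes ClpAP degradation while cytoplasmic cargo is degraded and loses fluorescence; 0% = median of neutral control wells and 100% = median of NaSCN control wells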
AddAB inh: less growth of phage-infected E. coli with AddAB | E. coli expressing H. pylori AddAB, absorbance growth | inhibition, % at 11.9 µM | 0.29% of 330,000 active | AID 435030; in the data active = inhibition above about 12%;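 note: 0% = vehicle wells of infected cells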
Rtt109 Vps75: blocks Candida albicans Rtt109/Vps75 acetyltransferase activity; AID 540336; inhibition, % at 34.9 µM; Q5AAJ8; purified Rtt109/Vps75, ThioGlo CoA-SH fluorescence, 4 h; 0.16% of 330,000 active;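 active = inhibition of at least 50% in every replicate; inconclusive = best replicate reaches 50% inhibition but some replicates fall short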
Target sequence (Q5AAJ8 whole entry, looked up): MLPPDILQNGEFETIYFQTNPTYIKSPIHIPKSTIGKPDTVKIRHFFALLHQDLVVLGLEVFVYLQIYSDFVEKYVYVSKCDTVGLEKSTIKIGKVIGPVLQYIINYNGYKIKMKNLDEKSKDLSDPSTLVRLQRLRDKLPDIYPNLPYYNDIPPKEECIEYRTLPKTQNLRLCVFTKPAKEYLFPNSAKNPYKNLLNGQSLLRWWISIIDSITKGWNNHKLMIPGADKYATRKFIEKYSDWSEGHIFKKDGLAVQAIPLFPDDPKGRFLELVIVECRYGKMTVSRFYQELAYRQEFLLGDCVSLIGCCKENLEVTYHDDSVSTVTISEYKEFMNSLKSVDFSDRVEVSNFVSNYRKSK
PfHsp90 yeast 2: growth inhibition of yeast expressing Plasmodium Hsp90 | inhibition, % at 9.4 µM | 0.32% of 310,000 active | S. cerevisiae expressing PfHsp90, BacTiter-Glo ATP, 48 h; yeast lacking PDR1 and PDR3 efflux regulators;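 active = every replicate shows inhibition above about 80%, whatever the replicate mean, limit read from the data; inconclusive = mean inhibition reaches the set limit but some replicate falls short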;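 note: 0% = DMSO neutral controls and 100% = 20 µM radicicol positive controls; yeast relying on Plasmodium falciparum Hsp90 in place of its own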
Starred values were filed as active, the others as inactive. Compounds were not picked by outcome. Share with any hit: about 1.9%.

For CCCCCc1nc2c(=O)[nH]c3ccccc3c2o1 the results were DAGLB inhibitor -3, Ecoli viability -1.7, CAL PDZ inh -0.4, PvdQ inh 5, phage Ecoli inh 1.1, Wnt bcat act 10, Tat export inh 2, AddAB inh 1.8, Rtt109 Vps75 -2 and PfHsp90 yeast 2 -4.
`CC1CCN(S(=O)(=O)Cc2ccccc2Cl)CC1` gave DAGLB inhibitor -3, Ecoli viability 0.2, CAL PDZ inh -1.4, PvdQ inh -11, phage Ecoli inh 2.2, Tat export inh 0, AddAB inh 0.5, Rtt109 Vps75 9 and PfHsp90 yeast 2 18.
For Cc1ccccc1Oc1nc2ccccc2n2cnnc12 the results were DAGLB inhibitor -2, Ecoli viability 1.1, CAL PDZ inh -0.4, PvdQ inh -9, phage Ecoli inh 4.3, Wnt bcat act -2, Tat export inh -23, AddAB inh -0.2, Rtt109 Vps75 -13 and PfHsp90 yeast 2 26.
`COC(C(=O)Nc1cccc(F)c1)c1ccccc1` (stereo not drawn) gave DAGLB inhibitor -2, Ecoli viability 2.7, CAL PDZ inh 0.0, PvdQ inh -9, phage Ecoli inh 2.6, Tat export inh -1, AddAB inh 3.4, Rtt109 Vps75 -2 and PfHsp90 yeast 2 10.
Screening O=C(/C(Cl)=C/Nc1ccc(Br)cn1)C(F)(F)F returned DAGLB inhibitor -1, Ecoli viability 0.0, CAL PDZ inh -1.5, PvdQ inh -5, phage Ecoli inh 1.5, Wnt bcat act 1, Tat export inh -9, AddAB inh 0.6, Rtt109 Vps75 2 and PfHsp90 yeast 2 18.
For Cc1ccc(NS(=O)(=O)c2ccc3c(c2)c(=O)n(C)c(=O)n3C)cc1F the results were DAGLB inhibitor 0, Ecoli viability 2.9, CAL PDZ inh -3.2, PvdQ inh 0, phage Ecoli inh 1.6, Tat export inh 2, AddAB inh 3.4, Rtt109 Vps75 12 and PfHsp90 yeast 2 3.
`COC(=O)[C@H](Cc1ccccc1)NS(=O)(=O)N[C@@H](Cc1ccccc1)C(=O)OC` gave DAGLB inhibitor -1, Ecoli viability -0.4, CAL PDZ inh 0.0, PvdQ inh 0, phage Ecoli inh 2.0, Wnt bcat act 2, Tat export inh -4, AddAB inh 0.8, Rtt109 Vps75 -6 and PfHsp90 yeast 2 11.
Screening CCOC(=O)N1CCN(c2nc3ccccc3nc2C(C#N)S(=O)(=O)c2ccc(C)cc2)CC1 (stereo not drawn) returned DAGLB inhibitor 2, Ecoli viability -0.9, CAL PDZ inh 0.2, PvdQ inh -1, phage Ecoli inh 2.2, Tat export inh 5, AddAB inh 5.3, Rtt109 Vps75 -9 and PfHsp90 yeast 2 3.
`C=CCn1c(SCC(=O)C23CC4CC(CC(C4)C2)C3)nc(O)cc1=O` gave Ecoli viability -0.2, phage Ecoli inh -0.1, Wnt bcat act 1 and AddAB inh 3.3.
Screening CCOC(=O)CSc1nc2ccccc2n2cnnc12 returned DAGLB inhibitor -4, Ecoli viability -2.7, CAL PDZ inh -0.5, PvdQ inh -5, phage Ecoli inh 3.0, Wnt bcat act -1, Tat export inh -1, AddAB inh -0.2, Rtt109 Vps75 -2 and PfHsp90 yeast 2 -9.
CCN(CC)C(=O)c1ccc2nc3ccccc3nc2c1 was read as DAGLB inhibitor -1, Ecoli viability 0.5, CAL PDZ inh -0.3, PvdQ inh 2, phage Ecoli inh 4.4, Wnt bcat act 27, Tat export inh -1, AddAB inh -0.9, Rtt109 Vps75 12 and PfHsp90 yeast 2 4.
`COc1ccc(C(=O)NC2CCN(CC(=O)NCc3ccccc3)CC2)cc1` gave DAGLB inhibitor 1, Ecoli viability -0.3, CAL PDZ inh -0.8, PvdQ inh -9, phage Ecoli inh -0.2, Wnt bcat act -2, Tat export inh -5, AddAB inh 4.2, Rtt109 Vps75 -4 and PfHsp90 yeast 2 -17.
For Cc1ccc(N=CC2=C(O)CC(C)(C)CC2=O)nc1 the results were DAGLB inhibitor 2, Ecoli viability 2.7, CAL PDZ inh -0.3, PvdQ inh -8, phage Ecoli inh 3.6, Tat export inh 4, AddAB inh 0.8, Rtt109 Vps75 6 and PfHsp90 yeast 2 -30.
COC(=O)c1ccc(CSc2nc3ccccc3[nH]2)o1 was read as DAGLB inhibitor -1, Ecoli viability -1.2, CAL PDZ inh -1.7, PvdQ inh 1, phage Ecoli inh 1.8, Wnt bcat act 7, Tat export inh 2, AddAB inh -0.1, Rtt109 Vps75 -4 and PfHsp90 yeast 2 -11.
Screening FC(F)(F)c1ccnc(N2CCN(Cc3cnc(-c4ccccc4)[nH]3)CC2)c1 returned DAGLB inhibitor -1, Ecoli viability 2.9, CAL PDZ inh -1.1, PvdQ inh 0, phage Ecoli inh 1.2, Wnt bcat act -4, Tat export inh 6, AddAB inh 4.3, Rtt109 Vps75 7 and PfHsp90 yeast 2 20.
COC(=O)C(CC(=O)c1ccc(Cl)cc1)c1ccc(C)cc1 (stereo not drawn) was read as DAGLB inhibitor -7, Ecoli viability -0.6, CAL PDZ inh 1.6, PvdQ inh 5, phage Ecoli inh 2.5, Tat export inh 10, AddAB inh 5.1 and Rtt109 Vps75 15.
`COc1ccc(C2(CNC(=O)/C=C/c3ccco3)CCCC2)cc1OC` gave DAGLB inhibitor 2, Ecoli viability -2.9, CAL PDZ inh -2.8, PvdQ inh -11, phage Ecoli inh 3.2, Wnt bcat act 0, Tat export inh -9, AddAB inh 1.7 and Rtt109 Vps75 16.
Screening O=C(c1ccc2oc(CCCc3ccccc3)nc2c1)N1CCCCC1CO (stereo not drawn) returned DAGLB inhibitor 0, CAL PDZ inh -1.4, PvdQ inh -2, phage Ecoli inh 0.7, Wnt bcat act 18, Tat export inh -4, Rtt109 Vps75 3 and PfHsp90 yeast 2 12.
`O=C(COC(=O)c1ccc(Cl)c(S(=O)(=O)N2CCCCCC2)c1)Nc1ccccc1` gave DAGLB inhibitor -8, Ecoli viability 2.2, CAL PDZ inh -0.8, PvdQ inh 5, phage Ecoli inh 0.3, Wnt bcat act 10, Tat export inh 0, AddAB inh 5.1, Rtt109 Vps75 -1 and PfHsp90 yeast 2 -6.
`C=CCn1c(N)cc(=O)nc1SCC(=O)Nc1ccc(C(=O)OC)cc1` gave DAGLB inhibitor 2, Ecoli viability 2.6, CAL PDZ inh 0.1, PvdQ inh -13, phage Ecoli inh 1.0, Wnt bcat act -1, Tat export inh 1, AddAB inh 1.3, Rtt109 Vps75 0 and PfHsp90 yeast 2 -4.
Screening COc1ccc(N(C(=O)CCC(=O)Nc2cc(C)on2)C(C(=O)NC2CCCC2)c2ccco2)cc1 (stereo not drawn) returned DAGLB inhibitor 4, Ecoli viability -1.1, PvdQ inh -15, phage Ecoli inh 2.3, Wnt bcat act -11, Tat export inh 16, AddAB inh -0.5, Rtt109 Vps75 6 and PfHsp90 yeast 2 1.
Screening CC1=NN(C(=O)c2ccc(Cn3ccc([N+](=O)[O-])n3)cc2)C(O)(C(F)(F)F)C1 (stereo not drawn) returned DAGLB inhibitor 1, Ecoli viability 6.7, CAL PDZ inh 0.2, PvdQ inh -10, phage Ecoli inh 4.8, Tat export inh 5, AddAB inh 14*, Rtt109 Vps75 -5 and PfHsp90 yeast 2 34.
Screening Cc1ccccc1C1NC(=O)Cc2ccccc21 (stereo not drawn) returned DAGLB inhibitor 2, Ecoli viability -2.5, CAL PDZ inh -0.5, PvdQ inh 7, phage Ecoli inh 2.6, Tat export inh -11, AddAB inh 2.9, Rtt109 Vps75 21 and PfHsp90 yeast 2 2.
Screening COc1cc(C(=O)NC2CCN(Cc3ccccc3)CC2)cc(Cl)c1OC(C)C returned DAGLB inhibitor -4, Ecoli viability -2.7, CAL PDZ inh -1.1, PvdQ inh -18, phage Ecoli inh 1.6, Wnt bcat act 12, Tat export inh 6, AddAB inh 1.1, Rtt109 Vps75 15 and PfHsp90 yeast 2 23.
For O=C(CCn1cnc(-c2ccccc2)c1-c1ccccc1)N/N=C/c1ccc(O)cc1 the results were DAGLB inhibitor -2, Ecoli viability -0.7, CAL PDZ inh -1.0, PvdQ inh 2, phage Ecoli inh 3.5, Tat export inh 2, AddAB inh 2.3, Rtt109 Vps75 inconclusive and PfHsp90 yeast 2 5.
For COc1ccc(/C=N/NC(=O)c2cccnc2)cc1O the results were DAGLB inhibitor -2, Ecoli viability 1.8, CAL PDZ inh -1.5, PvdQ inh -13, phage Ecoli inh 4.3, Wnt bcat act 0, Tat export inh -5, AddAB inh 0.7, Rtt109 Vps75 3 and PfHsp90 yeast 2 17.
For CCCCC(O)(c1ccc(F)cc1)C(CN1CCOCC1)c1ccc(Cl)cc1 (stereo not drawn) the results were DAGLB inhibitor -7, Ecoli viability 0.7, CAL PDZ inh -0.1, PvdQ inh -15, phage Ecoli inh -2.3, Wnt bcat act -3, Tat export inh 10, AddAB inh -0.8, Rtt109 Vps75 -2 and PfHsp90 yeast 2 -10.
O=C(CC(=O)c1ccccc1O)c1ccc(F)cc1 was read as DAGLB inhibitor -4, Ecoli viability -6.9, CAL PDZ inh -1.9, PvdQ inh 3, phage Ecoli inh -0.3, Tat export inh 2, AddAB inh -4.9 and Rtt109 Vps75 -9.
Screening Cc1ccc(-c2c(C(=O)N/N=C/C3CC=CCC3)nnn2-c2nonc2N)cc1 (stereo not drawn) returned DAGLB inhibitor -1, Ecoli viability 1.5, CAL PDZ inh 0.3, PvdQ inh 8, phage Ecoli inh 3.6, Wnt bcat act -2, Tat export inh 4, AddAB inh 3.5, Rtt109 Vps75 14 and PfHsp90 yeast 2 -9.
Screening Cc1cccc(C(=O)Nc2ccc(C(=O)/C=C/c3cccnc3)cc2)c1 returned DAGLB inhibitor 5, Ecoli viability 0.5, CAL PDZ inh -1.0, PvdQ inh -2, phage Ecoli inh 4.7, Tat export inh -6, AddAB inh 1.4, Rtt109 Vps75 0 and PfHsp90 yeast 2 -58.
`Cc1ccc(Nc2cc(=O)[nH]c(=O)[nH]2)cc1Cl` gave DAGLB inhibitor 2, Ecoli viability -1.7, CAL PDZ inh -1.1, PvdQ inh -3, phage Ecoli inh 3.7, Wnt bcat act -1, Tat export inh -14, AddAB inh 5.9, Rtt109 Vps75 -2 and PfHsp90 yeast 2 19.
Screening COc1cc(NC(=O)c2c3c(nc4ccccc24)CCC3)cc(OC)c1 returned DAGLB inhibitor 1, Ecoli viability -1.3, CAL PDZ inh 0.6, PvdQ inh -5, phage Ecoli inh -1.0, Tat export inh 5, AddAB inh 0.9, Rtt109 Vps75 -1 and PfHsp90 yeast 2 -16.
`Fc1cccc(CCN2CCNC[C@@H]2CC2CCCCC2)c1` gave DAGLB inhibitor 4, Ecoli viability 0.1, CAL PDZ inh -0.8, PvdQ inh -3, phage Ecoli inh 4.0, Wnt bcat act 11, Tat export inh 9, AddAB inh -1.2, Rtt109 Vps75 7 and PfHsp90 yeast 2 2.
`Cc1ccc(C(=O)COC(=O)CCS(=O)(=O)c2ccccc2)cc1[N+](=O)[O-]` gave DAGLB inhibitor 5, Ecoli viability 0.2, CAL PDZ inh -0.4, PvdQ inh -7, phage Ecoli inh 0.7, Wnt bcat act -3, Tat export inh -2, AddAB inh 0.8, Rtt109 Vps75 -2 and PfHsp90 yeast 2 3.
`CCOC(=O)c1c(NC(=O)CC2SC(=NC)N(C)C2=O)sc(C)c1C` (stereo not drawn) gave DAGLB inhibitor -1, Ecoli viability 0.4, CAL PDZ inh -1.9, PvdQ inh -15, phage Ecoli inh 1.1, Wnt bcat act -1, Tat export inh -1, AddAB inh -0.1, Rtt109 Vps75 -7 and PfHsp90 yeast 2 8.
